# Screening data: PubChem BioAssay, National Center for Advancing Translational Sciences (NCATS)
# D1 agonist – human D1 receptor agonism. AID 504660. HEK293 T-REx D1 cells, calcium flux, agonist mode. P21728. activation, % at 2 µM. actives 1% (n = 360,000); also: 0% is about no effect
# Target sequence (P21728 whole entry, looked up): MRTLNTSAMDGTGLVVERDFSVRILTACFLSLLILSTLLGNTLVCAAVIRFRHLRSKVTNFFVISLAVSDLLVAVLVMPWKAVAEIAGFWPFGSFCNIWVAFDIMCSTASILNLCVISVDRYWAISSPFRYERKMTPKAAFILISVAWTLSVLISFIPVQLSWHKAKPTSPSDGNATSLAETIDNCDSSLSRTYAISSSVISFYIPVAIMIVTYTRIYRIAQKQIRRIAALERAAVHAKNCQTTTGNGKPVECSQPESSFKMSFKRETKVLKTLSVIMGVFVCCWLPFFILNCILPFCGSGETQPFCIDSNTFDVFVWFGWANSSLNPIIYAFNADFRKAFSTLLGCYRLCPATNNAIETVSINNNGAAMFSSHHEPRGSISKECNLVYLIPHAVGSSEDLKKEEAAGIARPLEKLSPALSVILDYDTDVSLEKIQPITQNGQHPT
#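 Tetracycline-induced HEK293 TREx D1 cells, force-coupled to calcium signalling, were dye-loaded with a no-wash calcium kit. Compound was pin-added after a 10 s baseline. Fluorescence was read kinetically at 1 cycle/s for 180 s, with calcium rises flagged as agonism.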
# D1 antagonist – antagonists of human D1 dopamine receptor | P21728 | HEK293 TREx D1 cells, calcium flux, dopamine EC80; active compounds read low | activity change, negative = inhibition, % at 10 µM | actives 3.2% (n = 360,000); in the data active = activity change below about -30%; also: % is scaled to controls: 0 for no effect and ±100 for the full control effect
#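 HEK293 T-REx cells expressing inducible, force-coupled D1 receptor; no-wash Ca dye, 30–90 min RT. Cmpd → 180 s read at 1 Hz → EC80 DA → 180 s read.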
# D2 antagonist – antagonists of human D2 dopamine receptor; HEK293 TREx D2 cells, calcium flux, dopamine EC80; inhibition, % at 10 µM; actives 2% (n = 340,000); AID 485344; in the data active = inhibition above about 30%; also: 0% is about no effect
#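 Measurement of antagonist activity uses fluorescent calcium dye in inducible HEK293 T-REx D2 cells: 10 s baseline, compound addition with 180 s read, EC80 dopamine addition with a further 180 s read.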
# TRHR ag – activates the human TRH receptor | P34981 | TRHR cells, calcium flux fluo-8, FDSS agonist mode | activation, % at 2 µM | actives 0.18% (n = 360,000) | AID 493084; also: 0% is about no effect
# Target sequence (P34981 whole entry, looked up): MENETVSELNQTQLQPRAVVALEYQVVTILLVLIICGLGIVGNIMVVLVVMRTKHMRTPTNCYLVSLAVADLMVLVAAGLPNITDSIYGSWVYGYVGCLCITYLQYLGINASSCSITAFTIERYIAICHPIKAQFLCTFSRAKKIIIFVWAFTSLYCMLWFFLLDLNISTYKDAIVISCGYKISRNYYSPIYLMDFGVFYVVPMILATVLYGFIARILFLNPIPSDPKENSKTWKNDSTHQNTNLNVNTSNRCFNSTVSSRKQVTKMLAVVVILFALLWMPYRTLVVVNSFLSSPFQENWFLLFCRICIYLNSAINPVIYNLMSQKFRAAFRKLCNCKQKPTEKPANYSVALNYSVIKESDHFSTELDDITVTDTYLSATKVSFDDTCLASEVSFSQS
#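 Read-out: compound-evoked intracellular calcium rise in TRHR cells, fluo-8 dye, kinetic FDSS fluorescence at 1 s/cycle following a 10-cycle baseline. Cells cultured overnight before dye loading (30 min–1.5 h, RT).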
# RXFP1 antag – antagonists of human relaxin receptor RXFP1; Q9HBX9; HEK293-RXFP1, relaxin-stimulated cAMP HTRF, 30 min; active compounds read low; activity change, negative = inhibition, % at 57.5 µM; actives 0.59% (n = 350,000); AID 1259400;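 active = activity change of -60% or lower, but not beyond a set lower limit; inconclusive = change between -60% and -40%, or beyond the set limit; inactive = change above -40%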; also: % is scaled to controls: 0 for no effect and ±100 for the full control effect
# D1 potentiator – enhances dopamine response at the human D1 receptor; actives 0.036% (n = 360,000); potentiation, % at 10 µM; AID 504651; P21728; HEK293 TREx D1 cells, calcium flux, dopamine EC20 potentiation; in the data active = potentiation above about 30%; also: 0% is about no effect
# TRHR enhancer – TRH receptor (human) allosteric enhancement | P34981 | TRHR cells, fluo-8 calcium fluorescence, EC20 TRH enhancement | enhancement, % at 2 µM | actives 0.66% (n = 360,000) | AID 493056; in the data active = enhancement above about 30%; also: 0% is about no effect
#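 Enhancer read-out: after compound pinning and an initial kinetic agonist-mode read, an EC20 of TRH (10 nM final) was injected and fluo-8 calcium signal (Ex 480/Em 530) followed at 1 s/cycle for 100 cycles in TRHR-expressing cells.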
# D2 ag – activates the human D2 dopamine receptor. P14416. HEK293 T-REx D2 cells, calcium flux agonist mode. activation, % at 2 µM. actives 0.53% (n = 340,000);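 active = activation over 3 SD above normal in the single-dose calcium agonist read, cut at about 30% in these data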; also: 0% is about no effect
#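 In this primary screen, compounds producing a positive calcium signal within 180 s of addition to tetracycline-induced, force-coupled HEK293 Trex D2 cells are flagged; cells are dye-loaded with a no-wash calcium kit beforehand.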
# D2 PAM – positive allosteric modulators of human D2 dopamine receptor; P14416; HEK293 T-REx D2, calcium flux, EC20 dopamine potentiation; potentiation, % at 10 µM; actives 0.34% (n = 340,000);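 active = potentiation over 3 SD above the plate norm, cut at about 30% in these data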; also: 0% is about no effect
#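 Potentiation of an EC20 dopamine calcium response measured kinetically over 180 s, after a preceding 180 s compound-only read flagging agonists. Cells: inducible Hek293 Trex D2 line, 4000/well, cultured overnight at 30 C before dye loading.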
# An asterisk follows results filed as active; ? = inconclusive; . = not tested or not shown. Rule as the data show it, unless noted: active = activation above about 30%; inactive = the rest.
SMILES,D1 agonist,D1 antagonist,D2 antagonist,TRHR ag,RXFP1 antag,D1 potentiator,TRHR enhancer,D2 ag,D2 PAM
CCc1ccc(N2CC(C(=O)Nc3ccc4c(c3)OCO4)CC2=O)cc1 (configuration not stated),2,-6,6,-0.4,-3,13,3,0.2,3
Cc1cccc(NC(=O)/C(=C\c2cccs2)NC(=O)c2ccccc2)c1,8,15,.,-1.2,5,1,6,-1.0,7
COC(=O)c1sc(-c2ccccc2)cc1NC(=O)c1ccccc1,2,-14,3,2.4,4,-2,6,0.8,4
CC(=O)c1sc(NC(=O)CSCc2c(C)noc2C)nc1-c1ccccc1,2,-2,4,-0.5,-2,.,4,-1.5,-13
COc1ccc(CNC(=O)c2cncc(Br)c2)cc1,2,12,-9,0.3,10,-1,-7,0.3,-5
CCC(=O)Nc1ccc(C)cc1-c1nc2ccccc2n(CC(=O)Nc2ccccc2Cl)c1=O,2,-4,.,0.2,12,-1,-6,-1.4,-6
Clc1ccc(OCc2nc(-c3ccncc3)no2)cc1,2,3,4,-1.1,-32,2,0,0.7,4
CC(C)(C)OC(=O)N/N=C/c1ccc(C(=O)O)cc1,3,-6,0,0.9,-5,7,0,0.6,1
COc1cccc(OC)c1C(=O)Nc1cccc(NC(=O)c2cccs2)c1,4,-4,-3,0.4,-3,-1,-9,0.7,-4
CCN(CC)S(=O)(=O)c1ccc(N2CCOCC2)c(NC(=O)c2cc3ccccc3oc2=O)c1,3,-4,.,-0.2,-2,-6,5,.,.
CCOC(=O)C(Cc1ccccc1)(Cc1ccccc1)C(C)=O,3,-9,-7,2.3,-9,-8,7,0.8,4
CSCC[C@H](NC(=O)c1cccs1)C(=O)N1CCC2(CC1)NCCc1[nH]cnc12,5,-17,14,0.5,5,-6,1,0.4,-3
COc1cccc(-c2nc(CS(=O)(=O)CC(=O)Nc3ccccc3C)c(C)o2)c1,0,6,-5,0.0,10,-4,-9,-0.2,4
CCCOc1ccccc1NC(=O)CC1Nc2ccccc2NC1=O (configuration not stated),0,-7,2,0.3,3,2,4,0.0,13
CCC(=O)N(Cc1cc2ccc(C)cc2[nH]c1=O)c1ccccc1OC,-1,22,-11,0.9,3,-3,-2,0.1,11

# A different layout for part of the listing above.
smiles	D1 agonist	D1 antagonist	D2 antagonist	TRHR ag	RXFP1 antag	D1 potentiator	TRHR enhancer	D2 ag	D2 PAM
CCC(=O)Nc1ccc(C)cc1-c1nc2ccccc2n(CC(=O)Nc2ccccc2Cl)c1=O	2	-4	.	0.2	12	-1	-6	-1.4	-6
Clc1ccc(OCc2nc(-c3ccncc3)no2)cc1	2	3	4	-1.1	-32	2	0	0.7	4

# Carrying on:
SMILES,D1 agonist,D1 antagonist,D2 antagonist,TRHR ag,RXFP1 antag,D1 potentiator,TRHR enhancer,D2 ag,D2 PAM
O=C(Nc1ccc2nc(SCC(=O)N3CCCC3)sc2c1)c1cccc(Cl)c1,-1,9,.,-0.1,-34,0,16,-1.8,.
O=C1NC2(CCCCC2)C(=O)N1CC(=O)N(Cc1ccccc1)c1ccccc1,1,-12,3,-1.2,-14,-16,-3,-0.8,1
Cc1nnc(SCC(=O)Nc2ccc3c(c2)OCCO3)n1N,-1,.,10,0.0,-7,-3,2,2.3,4
Cc1oc(-c2ccc(Cl)cc2)cc1C(=O)O,2,7,0,0.2,-3,3,5,-0.6,6
CN(C)C(=O)CSc1nc2ccccc2c(=O)[nH]1,3,-8,.,1.5,-4,-3,3,.,16
Cn1c(=O)[nH]c2c(nc(-c3ccc(Cl)cc3)n2C)c1=O,1,11,-7,0.8,3,-6,-1,-1.5,8
Cc1ccc(Cl)cc1NC(=O)C(NS(=O)(=O)c1cccs1)c1ccccc1 (configuration not stated),2,6,-2,-0.8,13,-3,-18,-2.0,4
COCc1nnc(NC(=O)c2ccccc2Oc2ccccc2)s1,3,-1,3,0.0,8,-1,-1,-0.8,-2
O=C(Cc1ccccc1[N+](=O)[O-])Nc1ccc2c(c1)OCCO2,3,7,.,-2.1,3,-8,-1,.,-2
CCOc1ccc(C(=O)Nc2nnc(NC(=S)Nc3ccccc3)s2)cc1,3,4,14,1.6,?,3,0,5.7,-7
O=C(O)c1nn(Cc2nc3ccccc3o2)c(=O)c2ccccc12,3,-77*,1,-1.6,8,.,2,-0.2,8
O=C(CCn1c(=S)[nH]c2ccccc2c1=O)N1CCCCC1,1,-2,-7,0.1,-4,0,-4,0.0,7
Cc1ccc(N2C(=O)CN=C2Nc2nc(C)cc(C)n2)cc1,0,1,-7,-1.3,4,-3,-4,-0.1,2
CCOc1ccc(C2C(C(=O)Nc3ccccc3)=C(C)Nc3nc(-c4ccccc4)nn32)cc1OC (configuration not stated),10,-3,.,2.9,.,1,0,7.6,-2
CCc1ccccc1N1CN(Cc2ccco2)CNC1=S,1,6,6,-0.9,3,4,1,-0.3,1
COc1ccc(CNC(=O)c2cc(SC)ccc2Cl)cc1OC,11,3,-11,0.3,2,-2,-2,-0.3,13
COc1ccc(-c2nn(-c3ccccc3)cc2C(=O)Nc2cccc(C(=O)O)c2)cc1[N+](=O)[O-],6,1,11,0.7,1,-1,-12,-0.3,13
N#Cc1ccc(Oc2ccc(/C=N/O)cn2)cc1,2,-5,-15,-0.1,1,-8,-3,0.4,1
CCOC(=O)c1c(C)[nH]c(C)c1S(=O)(=O)NCCc1ccco1,3,-8,-12,-0.6,-3,-2,-8,0.3,-7
Cc1cc(C)cc(OCC(=O)OCC(=O)c2c(N)n(C)c(=O)n(C)c2=O)c1,-2,.,1,0.1,-6,2,1,-0.2,15
Cc1ccccc1OCc1ccc(-c2nc(C#N)c(N3CCN(c4ccccc4)CC3)o2)o1,0,6,.,-2.5,12,1,9,-1.7,13
CC(C)c1nc(SCC(=O)Nc2ccc3c(c2)OCCO3)c2c(=O)n(C)c(=O)n(C)c2n1,0,27,12,0.0,4,-4,15,-1.4,-14
COC(=O)Cn1c(=NC(=O)CCS(=O)(=O)c2ccccc2)sc2c(OC)ccc(OC)c21,0,9,11,0.1,-1,0,8,1.1,3
O=C1c2cccc3cccc(c23)C(=O)N1CC1CCN(CC(O)COc2ccc3ccccc3c2)CC1 (configuration not stated),6,-14,.,0.1,-21,-9,-6,.,13
COc1cccc(NC(=O)c2cccc(C(=O)Nc3cccc(OC)c3)n2)c1,5,-18,-18,0.5,-11,4,0,0.9,0
O=C(NCCc1csc(-c2ccc(F)cc2)n1)c1cccs1,-2,-13,.,-0.6,-61*,-4,2,0.1,4
NC(=O)c1nsc(C(=O)N(c2cccc(O)c2)C(C(=O)NC2CCCC2)c2ccc(Cl)cc2)c1N (configuration not stated),3,12,.,-0.6,6,-3,2,.,.
COc1ccc(Oc2nccc(OC)c2C#N)cc1,3,-17,-6,-0.1,6,-3,43*,-0.4,2
Cc1cc(C)cc(N(CCC#N)C(=O)COC(=O)c2ccc(OCc3c(C)noc3C)cc2)c1,11,-1,-20,1.4,-17,4,12,0.4,17
CN(C)CCC(=O)NCC1OCCc2ccccc21 (configuration not stated),1,-34*,5,-0.6,-3,-5,-8,-0.9,-13
CCCN1Cc2cccc(C(=O)NCc3ccccc3)c2C1=O,0,-3,14,-0.1,9,-1,3,0.5,13
O=C(O)CSc1nnc(NC(=O)CN2CCOCC2)s1,2,4,-5,0.1,7,-3,-4,0.4,-5
OCCNC(=S)Nc1cc(Cl)cc(Cl)c1,7,11,-17,-0.3,-1,0,-1,-0.4,6
COc1ccc2c(c1)C=C(CN1CCN(C(C)C)C(CCO)C1)CO2 (configuration not stated),0,11,-6,-0.4,?,5,2,0.8,15
COCc1[nH]nc2c1C1(CCSCC1)C(C#N)=C(N)O2,2,2,-3,0.4,0,-1,7,1.3,5
CCOCCNC(=O)c1ccccc1C(=O)NCCOCC,1,-8,17,0.0,4,-3,-3,-0.2,1
COc1ccc(NC(=O)Cc2c(C)n(C(=O)c3ccc(Cl)cc3)c3ccc(OC)cc23)cc1,5,22,8,0.5,10,-6,-6,-0.1,-6

# A stretch from further up, as a working copy:
SMILES,D1 agonist,D1 antagonist,D2 antagonist,TRHR ag,RXFP1 antag,D1 potentiator,TRHR enhancer,D2 ag,D2 PAM
COc1cccc(NC(=O)c2cccc(C(=O)Nc3cccc(OC)c3)n2)c1,5,-18,-18,0.5,-11,4,0,0.9,0
O=C(NCCc1csc(-c2ccc(F)cc2)n1)c1cccs1,-2,-13,.,-0.6,-61*,-4,2,0.1,4
NC(=O)c1nsc(C(=O)N(c2cccc(O)c2)C(C(=O)NC2CCCC2)c2ccc(Cl)cc2)c1N (configuration not stated),3,12,.,-0.6,6,-3,2,.,.
COc1ccc(Oc2nccc(OC)c2C#N)cc1,3,-17,-6,-0.1,6,-3,43*,-0.4,2
Cc1cc(C)cc(N(CCC#N)C(=O)COC(=O)c2ccc(OCc3c(C)noc3C)cc2)c1,11,-1,-20,1.4,-17,4,12,0.4,17
CN(C)CCC(=O)NCC1OCCc2ccccc21 (configuration not stated),1,-34*,5,-0.6,-3,-5,-8,-0.9,-13
CCCN1Cc2cccc(C(=O)NCc3ccccc3)c2C1=O,0,-3,14,-0.1,9,-1,3,0.5,13
O=C(O)CSc1nnc(NC(=O)CN2CCOCC2)s1,2,4,-5,0.1,7,-3,-4,0.4,-5
OCCNC(=S)Nc1cc(Cl)cc(Cl)c1,7,11,-17,-0.3,-1,0,-1,-0.4,6
COc1ccc2c(c1)C=C(CN1CCN(C(C)C)C(CCO)C1)CO2 (configuration not stated),0,11,-6,-0.4,?,5,2,0.8,15
COCc1[nH]nc2c1C1(CCSCC1)C(C#N)=C(N)O2,2,2,-3,0.4,0,-1,7,1.3,5
CCOCCNC(=O)c1ccccc1C(=O)NCCOCC,1,-8,17,0.0,4,-3,-3,-0.2,1
COc1ccc(NC(=O)Cc2c(C)n(C(=O)c3ccc(Cl)cc3)c3ccc(OC)cc23)cc1,5,22,8,0.5,10,-6,-6,-0.1,-6
